Abeta yeast res: qHTS for compounds that reverse cellular toxicity of Amyloid beta (A-beta) peptide in yeast: Primary Screen. yeast expressing A-beta42, growth rescue, OD600, 48 h; response scale: 0% DMSO, 100% iron-clioquinol control. 0.063% of 410,000 active. AID 1347071, 2019. Potency, µM (doses to about 46.1 µM), for inactives: top-dose growth rescue, actives largely listed as activators; also: potency is read from the fitted curve at half-maximal effect; nearly all actives have a fitted effect of over 55% in size
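Growth rescue measured by 600 nm absorbance after 48 h yeast culture at 30 C with compound. Values normalized between DMSO and an equimolar ferric chloride plus clioquinol control.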
HepG2 viability: qHTS for Inhibitors of TGF-b: Cytotox Counterscreen. HepG2 CAGA-GFP viability, ATP luminescence, 18 h. Potency, µM (series often up to 46.1 µM), inactives show at the top dose activity change, negative = cytotoxicity, most hits filed as cytotoxic. 0.76% of 410,000 active; also: potency is read from the fitted curve at half-maximal effect; some results filed as inactive show a strong effect at the top dose
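HepG2 CAGA-GFP cells (1000/well, DMEM with 1% FBS) received compound, then TGF-beta at 500 pg/mL final, and were incubated 18 hours at 37 degrees C. Viability was read by CellTiter-Glo luminescence. Media-only wells were set as complete cell-killing and DMSO as no toxicity.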
Nrf2 activator: qHTS of Nrf2 Activators; Potency, µM (doses to about 46.1 µM), inactives show top-dose activation, actives largely listed as activators; AREc32 ARE-luciferase reporter (MCF7-derived line), luminescence, 24 h; AID 624171, 2012; 0.31% of 410,000 active; also: potency is read from the fitted curve at half-maximal effect; % of control where 0% means no effect; nearly all actives have a fitted effect of over 65% in size
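Luminescent ARE reporter assay in AREc32_Fluc cells: overnight plating at 37 deg C, 24 hr compound incubation, Steady-Glo added, 30 min RT before reading.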
CCT chaperon mod: High-Throughput Screening for Modulators of Cytosolic Chaperonin Activity. purified chaperonin ATPase assay, HTRF ADP detection, 30 min. activity change, % (test concentration not listed), hits read low. 0.3% of 360,000 active. AID 651819, 2012; in the data active = activity change below about -30%; also: % is scaled to controls: 0 for no effect and ±100 for the full control effect
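TRiC (40 or 20 nM final, by batch activity) in 30 mM Tris pH 7.4, 100 mM KCl, 5 mM MgCl2, 1 mM DTT was treated with compound at 76 uM single dose, then 10 uM ATP, 30 min at 37 °C. ADP was read by HTRF Transcreener.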
Mm-Cpn inhibitor: Inhibitors of TCP-1 ring complex (TRiC) of Methanococcus maripaludis (MmCpn): qHTS; purified Mm-Cpn ATPase, ADP Transcreener TR-FRET; Potency, µM (top dose mostly 76.9 µM), inactives show at the highest dose activity, negative = inhibition, hits mostly inhibitors; 0.031% of 330,000 active; AID 504842, 2011; also: potency is read from the fitted curve at half-maximal effect; % is scaled to controls: 0 for no effect and ±100 for the full control effect; nearly all actives have a fitted effect of over 80% in size
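ATPase turnover read by TR-FRET ADP competition (Eu cryptate antibody/ADP-d2, 665/590 nm): 10uM ATP final, 25nM Mm-CPN final, 30 min 37degC after 10-min compound preincubation, pH 7.4 Tris/KCl/MgCl2/DTT buffer.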
A549 tox: Nrf2 qHTS screen for inhibitors: counterscreen for cytotoxicity | A549 ARE-Fluc cells, CellTiter-Fluor viability, 18-24 h | Potency, µM (series often up to 46 µM), without a hit: top-dose activity change, negative = cytotoxicity, usual class: inhibitors | 0.16% of 390,000 active | AID 504648, 2011; also: potency is read from the fitted curve at half-maximal effect; % is scaled to controls: 0 for no effect and ±100 for the full control effect
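A549 ARE-Fluc cells in 5% FBS OPTI-MEM, 5000 cells/well, rested 2 h then exposed to compounds in concentration-response for 18-24 h at 37 °C. Viability by CellTiter-Fluor fluorescence (Ex 405/Em 525) after 30 min; luciferase luminescence (BugLite, 15 min, RT) read afterwards.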
Nrf2 block: Nrf2 qHTS screen for inhibitors; A549 ARE-Fluc reporter, luciferase luminescence, 18-24 h; Potency, µM (titrated, usually from 46 µM), for inactives: top-dose activity change, negative = inhibition, usual class: inhibitors; 2.1% of 360,000 active; also: potency is read from the fitted curve at half-maximal effect; % is scaled to controls: 0 for no effect and ±100 for the full control effect; nearly all actives have a fitted effect of over 60% in size
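A549 ARE_Fluc cells (5000/well, 5% FBS OPTI-MEM) pre-incubated 2 h, then treated with compounds 18-24 h at 37C/5% CO2 in concentration-response. CellTiter-Fluor viability read first; BugLite luciferase luminescence after 15 min at room temperature gives Nrf2 activity.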
Akt phos inh: HTS Assay for Inhibitors of Akt Phophorylation: Primary Screen; Neuro2A IGF-stimulated pAkt S473 HTRF, 20 min; active compounds read low; activity change, % for hits at 50 µM; 0.32% of 360,000 active; in the data active = activity change below about -80%; inconclusive = mostly about -51% to -80%; also: % is scaled to controls: 0 for no effect and ±100 for the full control effect
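Single-point screen (50 µM final compound) in Neuro2A cells stimulated 20 min with 6 nM IGF at 37 deg C. After lysis, Ser473-phosphorylated Akt read by HTRF (ex 330 nm, em 615/665 nm) as the 665/615 ratio.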
TGFb SMAD3 inh: qHTS for Inhibitors of TGF-b. AID 588855, 2011. 1.2% of 410,000 active. HepG2 CAGA-GFP TGF-b/SMAD3 reporter, GFP fluorescence, 18 h; TGF-beta stimulated, 500 pg/mL final. Potency, µM (doses to about 46.1 µM), for inactives: at the highest dose activity, negative = inhibition, usual class: inhibitors; also: potency is read from the fitted curve at half-maximal effect; % is scaled to controls: 0 for no effect and ±100 for the full control effect; nearly all actives have a fitted effect of over 65% in size
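Using HEPG2 CAGA-GFP reporter cells at 1000 cells/well, we pinned test compounds, stimulated with recombinant TGF-beta (500 pg/mL final) and measured total well GFP after 18 h.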
* hit, by the source's call; i = inactive; ? = inconclusive; / = not tested or not shown; [ ] = another dose, or the depositor's remark. Unless noted, calls follow the shape of the dose curve; as a rule, active = well fitted curve in the direction sought with a large enough effect; inconclusive = small, poorly fitted or top-dose-only effect, or another doubt; inactive = no such curve, though single readings can be large; an effect the other way counts as inactive or inconclusive. Outcome played no part in choosing rows (roughly 4.3% active in at least one column).

canonical_smiles	HepG2 viability	A549 tox	Nrf2 activator	CCT chaperon mod	Akt phos inh	Mm-Cpn inhibitor	TGFb SMAD3 inh	Nrf2 block	Abeta yeast res
O=C(NCCCNC(=O)c1ccc(Cl)cc1Cl)c1ccco1	0%	-7%	0.3%	-0.2	i	1%	21%	-15%	-1%
C[C@H]1COC(=O)[C@@H](Cc2ccc(F)cc2)CC/C=C\C[C@H](CC(=O)NCCO)C(=O)N1	15%	0%	0.2%	2.5	i	-1%	17%	8%	-17%
CC(C)(O)CNC(=O)Nc1ccc(Cl)c(Cl)c1	-30%	0%	0.5%	-0.1	i	-2%	-18%	17%	7%
CCOC(=O)CSCC(NC(=O)OC(C)(C)C)C(=O)OCC (stereo not given)	10%	12%	-2.6%	-0.4	i	-2%	19%	/	14%
Cc1ccc(C(=O)NCCN2C3=NC[C@@H](Cc4ccccc4)N3C[C@H]2Cc2ccc(O)cc2)cc1Br	11µM*	0%	-5.3%	0.2	i	/	16µM*	21%	1%
CC(=O)Nc1ccc(SCC(=O)Nc2ccccc2N2CCOCC2)cc1	1%	0%	2.2%	0.7	i	0%	-7%	20%	6%
CN(CCO)CC(O)Cn1cnc2c1c(=O)n(C)c(=O)n2C (stereo not given) (tested in a mixture with another compound)	-11%	-7%	-0.7%	0.5	i	-2%[15.4 µM]	7%	6%	-6%
CCN(CC)C(=O)COc1coc(CN2CCN(c3ccc(F)cc3)CC2)cc1=O	7%	1%	-0.2%	1.4	i	0%	2%	3%	0%
O=C(Nc1cccc(O)c1)c1cnn2cccnc12	-32%	0%	12%	-1.3	/	1%	?	/	4%
COc1cccc(CCN2CCC(CNS(=O)(=O)c3cc(-c4cc(C)no4)ccc3C)CC2)c1	-110%	7%	-4.2%	0.7	i	3%	16µM*	-1%	/
O=[N+]([O-])c1ccc(N2CCN(Cc3ccc(Br)o3)CC2)cc1	-54%	-4%	0.5%	0.1	i	2%	?	2%	18%
CCN(C(=O)Cc1c(C(=O)O)[nH]c2ccccc12)c1cc(OC)ccc1OC	-3%	-6%	-0.6%	-0.7	i	-2%	13%	-14%	0%

Complete entries from above.
C[C@H]1COC(=O)[C@@H](Cc2ccc(F)cc2)CC/C=C\C[C@H](CC(=O)NCCO)C(=O)N1 is entered as HepG2 viability: 15%; A549 tox: 0%; Nrf2 activator: 0.2%; CCT chaperon mod: 2.5; Akt phos inh: i; Mm-Cpn inhibitor: -1%; TGFb SMAD3 inh: 17%; Nrf2 block: 8%; Abeta yeast res: -17%
CC(C)(O)CNC(=O)Nc1ccc(Cl)c(Cl)c1 is entered as HepG2 viability: -30%; A549 tox: 0%; Nrf2 activator: 0.5%; CCT chaperon mod: -0.1; Akt phos inh: i; Mm-Cpn inhibitor: -2%; TGFb SMAD3 inh: -18%; Nrf2 block: 17%; Abeta yeast res: 7%

Look-ups from the results shown.
CC(=O)Nc1ccc(SCC(=O)Nc2ccccc2N2CCOCC2)cc1 | A549 tox: 0%
CCN(C(=O)Cc1c(C(=O)O)[nH]c2ccccc12)c1cc(OC)ccc1OC | Nrf2 activator: -0.6%
CC(C)(O)CNC(=O)Nc1ccc(Cl)c(Cl)c1 | Nrf2 block: 17%
O=C(Nc1cccc(O)c1)c1cnn2cccnc12 | Mm-Cpn inhibitor: 1%
CCN(CC)C(=O)COc1coc(CN2CCN(c3ccc(F)cc3)CC2)cc1=O | HepG2 viability: 7%

(cont.)
canonical_smiles	HepG2 viability	A549 tox	Nrf2 activator	CCT chaperon mod	Akt phos inh	Mm-Cpn inhibitor	TGFb SMAD3 inh	Nrf2 block	Abeta yeast res
Cc1nn(CC(=O)OCC(=O)c2ccc(OC(F)F)cc2)c(C)c1[N+](=O)[O-]	-2%	2%	-0.7%	2.2	i	0%	1%	11%	-7%
COc1ccc(OC)c(NC(=O)CN2CCCN(Cc3cc(C)ccc3C)S2(=O)=O)c1	8%	-6%	-0.7%	/	/	/	16%	13%	3%
O=C(/C=C/c1ccccc1O)c1ccc(Cl)cc1	5%	5%	?	0.4	i	-7%	-6%	12%	-62%[inhibitor]
COc1ccc(C2=NN(C(=O)c3cccs3)C(c3ccccc3OC)C2)cc1OC (stereo not given)	-2%	-17%	2.2%	-1.0	i	-17%	-6%	?	-6%
O=C(NCCN1CCOCC1)c1cc(-c2cccc(O)c2)on1	-7%	1%	2.5%	-1.0	i	-1%	2%	2%	-12%
CCOC(=O)C1=C(C)N(C[C@@H]2CC[C@@H](Cc3ccc(-c4ccccc4)cc3)O2)C(=O)NC1c1cccc([N+](=O)[O-])c1 (stereo not given in full)	-15%	1%	3.6%	-1.8	i	1%	-19%	?	4%
COC(=O)C1=CN(c2ccc(F)c(F)c2)C=C(C(=O)OC)C1c1ccc([N+](=O)[O-])cc1	-10%	-1%	0.0%	0.0	i	1%	-5%	-29%	-2%
Cc1nc2ccccc2c(=O)n1CCCn1ccnc1	-1%	-2%	-0.1%	0.9	i	-2%	40%[activator]	9%	-11%
O=C(NC1CC1)C1=C[C@@H](C2CCCCC2)C[C@@H](OCCCCO)O1	-17%	21%	-0.1%	-1.6	i	/	-11%	-6%	4%
COc1ccc(S(=O)(=O)N2CCCC(C(=O)NCc3ccc4c(c3)OCO4)C2)cc1 (stereo not given)	-6%	-8%	-0.8%	-3.8	i	-4%	-22%	0%	-4%
COc1ccccc1-n1c(SCC(=O)NC2CCCC2)nc2cccnc21	2%	3%	-0.6%	-0.2	i	0%	-4%	7%	3%

3 entries from above in another layout.
SMILES: COc1ccc(C2=NN(C(=O)c3cccs3)C(c3ccccc3OC)C2)cc1OC (stereo not given)
- HepG2 viability: -2%
- A549 tox: -17%
- Nrf2 activator: 2.2%
- CCT chaperon mod: -1.0
- Akt phos inh: i
- Mm-Cpn inhibitor: -17%
- TGFb SMAD3 inh: -6%
- Nrf2 block: ?
- Abeta yeast res: -6%

SMILES: O=C(NCCN1CCOCC1)c1cc(-c2cccc(O)c2)on1
- HepG2 viability: -7%
- A549 tox: 1%
- Nrf2 activator: 2.5%
- CCT chaperon mod: -1.0
- Akt phos inh: i
- Mm-Cpn inhibitor: -1%
- TGFb SMAD3 inh: 2%
- Nrf2 block: 2%
- Abeta yeast res: -12%

SMILES: CCOC(=O)C1=C(C)N(C[C@@H]2CC[C@@H](Cc3ccc(-c4ccccc4)cc3)O2)C(=O)NC1c1cccc([N+](=O)[O-])c1 (stereo not given in full)
- HepG2 viability: -15%
- A549 tox: 1%
- Nrf2 activator: 3.6%
- CCT chaperon mod: -1.8
- Akt phos inh: i
- Mm-Cpn inhibitor: 1%
- TGFb SMAD3 inh: -19%
- Nrf2 block: ?
- Abeta yeast res: 4%
